Screening data deposited in PubChem by Broad Institute.
Xi reactivation – X-chromosome reactivation activator. actives 0.055% (n = 360,000). activation, % at 7.58 µM. XiGFP mouse fibroblasts, % GFP-positive cells imaging, 3 d; cells co-treated with 5-aza-dC sensitizer; scaled so ellipticine positive control = 100%;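 active = mean normalized replicate activation at least 10% and every replicate at or above 10%; inconclusive = only one of the two criteria met; inactive = mean below 10% and not all replicates reach 10%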;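 also: 0% = median of on-plate neutral control wells and 100% = ellipticine 6 µM median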
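Material: XiGFP fibroblasts, SV40-immortalized; Buffer or medium: DMEM containing 5-aza-dC; Compound dosing: single point; Times: 3 days compound exposure.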
PGC1a acetyl inh – PGC1a acetylation modulation, inhibitor mode; U2OS PGC1a acetylation, AlphaScreen anti-acetyl-lysine; with virally co-expressed GCN5 acetyltransferase; inhibition, % at 15.6 µM; actives 0.17% (n = 350,000); AID 651687;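 active = every replicate shows inhibition of at least 40%; inconclusive = mean inhibition at least 40% but some replicate below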;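 also: 0% = neutral control wells and 100% = positive control wells; some results beyond the cut were filed as inactive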
ERAP1 HTS inh – inhibitors of human ERAP1 aminopeptidase | Q9NZ08 | AID 652197 | recombinant ERAP1, Leu-AMC fluorescence, 60 min | actives 0.15% (n = 340,000) | inhibition, % at 10.7 µM;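 active = mean replicate inhibition of at least 30%, or all replicates individually reaching that 30% level; inactive = mean below 30% and not every replicate reaching it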;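 also: 0% = neutral control wells and 100% = L-leucinethiol positive control wells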
Target sequence (Q9NZ08 whole entry, looked up): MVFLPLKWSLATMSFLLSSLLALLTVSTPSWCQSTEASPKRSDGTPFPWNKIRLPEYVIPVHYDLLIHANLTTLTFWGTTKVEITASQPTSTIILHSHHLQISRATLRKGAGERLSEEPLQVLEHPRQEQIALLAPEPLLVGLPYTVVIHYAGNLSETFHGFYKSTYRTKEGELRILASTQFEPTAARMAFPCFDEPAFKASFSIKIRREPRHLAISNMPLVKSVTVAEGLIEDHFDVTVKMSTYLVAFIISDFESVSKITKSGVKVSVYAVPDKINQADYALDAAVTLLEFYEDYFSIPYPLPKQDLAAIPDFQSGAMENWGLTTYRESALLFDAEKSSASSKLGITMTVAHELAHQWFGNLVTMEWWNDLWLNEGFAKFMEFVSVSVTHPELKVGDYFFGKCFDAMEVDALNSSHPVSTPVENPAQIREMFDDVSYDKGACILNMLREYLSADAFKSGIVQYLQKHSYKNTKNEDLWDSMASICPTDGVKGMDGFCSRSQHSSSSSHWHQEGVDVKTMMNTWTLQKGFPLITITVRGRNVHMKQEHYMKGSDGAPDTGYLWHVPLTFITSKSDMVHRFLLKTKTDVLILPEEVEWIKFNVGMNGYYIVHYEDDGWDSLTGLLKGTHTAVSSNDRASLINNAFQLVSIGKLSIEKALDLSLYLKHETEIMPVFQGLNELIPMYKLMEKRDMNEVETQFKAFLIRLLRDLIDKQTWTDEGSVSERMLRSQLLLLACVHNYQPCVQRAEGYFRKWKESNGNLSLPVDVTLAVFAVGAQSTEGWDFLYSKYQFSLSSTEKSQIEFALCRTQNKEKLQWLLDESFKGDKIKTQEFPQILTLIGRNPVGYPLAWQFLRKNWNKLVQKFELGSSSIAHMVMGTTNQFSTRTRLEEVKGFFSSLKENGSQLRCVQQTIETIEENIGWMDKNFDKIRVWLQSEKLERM
Cneo AK release – causes C. neoformans cell lysis | adenylate kinase release luminescence, 4 h; normalised: neutral wells 0, clomiphene wells 100 | lysis activity, % at 15 µM | actives 0.2% (n = 360,000) | AID 651654;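 active = mean lysis activity across replicates of at least 80%, whatever share of replicates individually reach that level; inactive = mean lysis activity below 80%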
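Assay system: log-phase C. neoformans yeast / Quantity: yeast cell density of 5 × 10^6 cells/mL / Medium: fresh YPD growth medium / Compound: single dose / Timing: static 4 h at 37 °C with compound, 1 h detection / Measured by: adenylate kinase release luminescence / Read-out: lysis from increased AK signal / Benchmarks: Clomiphene as positive lysis control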
S100A4 inh HTS – inhibitors of human S100A4 binding to myosin IIA peptide; inhibition, % at 10.7 µM; S100A4/TAMRA-MyoIIA peptide fluorescence polarization; actives 0.14% (n = 360,000);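 active = mean inhibition of at least 70% across replicates, with every replicate also reaching that level; inconclusive = mean inhibition reaches 70% but some replicates fall short; inactive = mean inhibition below 70%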
Target sequence (P26447 whole entry, looked up): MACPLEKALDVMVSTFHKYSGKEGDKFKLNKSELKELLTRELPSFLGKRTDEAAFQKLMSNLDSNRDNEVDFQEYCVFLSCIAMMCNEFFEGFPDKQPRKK
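Test system: S100A4 monomer protein. Medium: HEPES buffer with Ca2+, pH 7.2. Reagent: fluorescent myosin IIA peptide, 5 nM. Compound dosing: single-point compound testing. Timing: 5 min between mix addition and reading. Benchmarks: DMSO neutral and TFP positive wells.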
LGR2 inh – blocks bursicon-induced cAMP signaling via Drosophila LGR2; HEK293 LGR2, CRE-luciferase, bursicon-stimulated, 4 h; actives 0.35% (n = 380,000); inhibition, % at 9.99 µM;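 active = drop in luminescence signal, shown as inhibition above about 50% in the replicate tests, limit read from the data, passing the limit was not always enough; inconclusive = probably only some replicates passing the limit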;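 also: agonist challenge used bursicon conditioned medium at about half maximal strength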
C2C12 statin – suppressors of simvastatin-induced myotoxicity in C2C12 myotubes; AID 602340; ATP luminescence, 48 h; scaled: DMSO 0, geranylgeraniol control 100; rescue of ATP level, % at 7.49 µM; actives 0.78% (n = 330,000);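 active = mean ATP rescue above about 67%, or every replicate alone reaching that limit, limit read from the data, passing the limit was not always enough; inconclusive = no clear call, values can overlap the other calls; inactive = mean under the limit and some replicate under it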;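 also: myotubes were challenged with 10 µM simvastatin during compound exposure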
SIRT5 inh – blocks human SIRT5 desuccinylation of peptide; Q9NXA8; Purified SirT5, succinyl-peptide AMC, trypsin-coupled fluorescence; inhibition, % at 15 µM; actives 1.1% (n = 330,000); AID 652115; in the data active = inhibition above about 15%; inconclusive = no clear call, values can overlap the other calls
An asterisk follows results filed as active; ? = inconclusive; . = not tested or not shown. Not all compounds are listed; the hit share may differ from the screen's.

SMILES | Xi reactivation | PGC1a acetyl inh | ERAP1 HTS inh | Cneo AK release | S100A4 inh HTS | LGR2 inh | C2C12 statin | SIRT5 inh
S=C(NCCCN1CCOCC1)Nc1ccc(-c2nc3ccccc3[nH]2)cc1 | 0.1 | 9 | -3 | . | -13 | -24 | -19 | 5
CCCCNC(=O)CN1C(=O)NC(Cc2ccccc2)(Cc2ccccc2)C1=O | 0.0 | -7 | -1 | -4 | -1 | -8 | 8 | -2
COC(=O)c1c(NC(=O)C2COc3ccccc3O2)sc2c1CCN(Cc1ccccc1)C2 (stereo not drawn) | 0.2 | . | -3 | . | -2 | 20 | 3 | -5
COC(=O)C1=C(C)Nc2[nH]c(=S)[nH]c(=O)c2C1c1ccc(O)cc1 (stereo not drawn) | 0.0 | -4 | 2 | -1 | 0 | 1 | 3 | -3
Cc1nc(NC(=O)c2csc3ccccc23)sc1C | . | -16 | . | 0 | . | 9 | 9 | .
C[C@H](CO)N1C[C@H](C)[C@H](CN(C)C)Oc2cc(/C=C/c3ccccc3)ccc2S1(=O)=O | 0.0 | -12 | -2 | -2 | 7 | -19 | 8 | 2
O=C(NCCCn1ccnc1)c1cc(-c2ccncc2)nc2ccccc12 | 0.1 | 4 | 4 | 11 | 5 | -12 | -3 | -2
Cc1cccc(OP(=O)(Nc2c(C)n(C)n(-c3ccccc3)c2=O)Oc2cccc(C)c2)c1 | 0.2 | . | 12 | . | 16 | -4 | . | -3
O=C(NNC(=O)c1ccncc1)Nc1ccc(N=Nc2ccccc2)cc1 | 0.0 | -5 | -1 | -7 | -1 | -90 | 100* | -12
C=CCn1c(C)cc(C(=O)COC(=O)/C=C/c2c(C)nn(C3CCS(=O)(=O)C3)c2Cl)c1C (stereo not drawn) | 0.1 | . | -1 | 0 | -7 | -5 | . | -2
COc1ccccc1N(C(=O)c1ccncc1)c1nc(-c2ccc([N+](=O)[O-])cc2)cs1 | 0.1 | . | -1 | . | 3 | 5 | . | 1
O=C(O)C[C@@H]1C[C@@H]2c3cc(NC(=O)Nc4ccccc4)ccc3O[C@@H]2[C@H](CO)O1 | 0.7 | -13 | 1 | -4 | 2 | -1 | 1 | -4
C[C@H](CO)N1C[C@H](C)[C@@H](CN(C)C(=O)Nc2cccc3ccccc23)OCCCC[C@H](C)Oc2ccc(NS(=O)(=O)c3ccc(Cl)cc3)cc2C1=O | 0.3 | -9 | 1 | 0 | -27 | 15 | ? | 8
Cc1cccc(C)c1NC(=O)CN(C)C(=O)COc1cccc2c1OC(C)(C)C2 | 0.0 | . | 4 | . | 3 | 8 | 1 | -11
C[C@H](CO)N1C[C@H](C)[C@@H](CN(C)Cc2ccccn2)Oc2ncc(C#CC(C)(C)O)cc2C1=O | -0.2 | 6 | -2 | -3 | -3 | -1 | 0 | -1
Nc1c(-c2ccccc2)nnn1Cc1ccccc1 | 0.0 | . | -3 | . | -10 | -6 | . | .
CCSc1nnc(C)n1-c1ccc(C(=O)O)cc1 | . | 13 | . | 5 | . | -5 | 20 | .
O=C(C[C@@H]1CC[C@@H]2[C@H](COC[C@H](O)CN2S(=O)(=O)c2ccc(F)cc2)O1)NCC1CCCCC1 | 0.1 | -5 | -2 | 1 | 3 | 5 | 5 | 5
O=C1C(Cl)=C(N2CCN(c3ccccc3[N+](=O)[O-])CC2)C(=O)c2ccccc21 | 35* | 6 | 3 | 4 | -8 | 3 | . | 2
COc1ccc(-c2csc(NC(=O)COC(=O)C3=COCCO3)n2)cc1 | 0.6 | . | 1 | . | 0 | -34 | . | -5

Part of the list above, with two lines to a compound:
Order of results: Xi reactivation, PGC1a acetyl inh, ERAP1 HTS inh, Cneo AK release, S100A4 inh HTS, LGR2 inh, C2C12 statin, SIRT5 inh
> O=C(O)C[C@@H]1C[C@@H]2c3cc(NC(=O)Nc4ccccc4)ccc3O[C@@H]2[C@H](CO)O1
→ 0.7, -13, 1, -4, 2, -1, 1, -4
> C[C@H](CO)N1C[C@H](C)[C@@H](CN(C)C(=O)Nc2cccc3ccccc23)OCCCC[C@H](C)Oc2ccc(NS(=O)(=O)c3ccc(Cl)cc3)cc2C1=O
→ 0.3, -9, 1, 0, -27, 15, ?, 8
> Cc1cccc(C)c1NC(=O)CN(C)C(=O)COc1cccc2c1OC(C)(C)C2
→ 0.0, ., 4, ., 3, 8, 1, -11
> C[C@H](CO)N1C[C@H](C)[C@@H](CN(C)Cc2ccccn2)Oc2ncc(C#CC(C)(C)O)cc2C1=O
→ -0.2, 6, -2, -3, -3, -1, 0, -1
> Nc1c(-c2ccccc2)nnn1Cc1ccccc1
→ 0.0, ., -3, ., -10, -6, ., .
> CCSc1nnc(C)n1-c1ccc(C(=O)O)cc1
→ ., 13, ., 5, ., -5, 20, .
> O=C(C[C@@H]1CC[C@@H]2[C@H](COC[C@H](O)CN2S(=O)(=O)c2ccc(F)cc2)O1)NCC1CCCCC1
→ 0.1, -5, -2, 1, 3, 5, 5, 5
> O=C1C(Cl)=C(N2CCN(c3ccccc3[N+](=O)[O-])CC2)C(=O)c2ccccc21
→ 35*, 6, 3, 4, -8, 3, ., 2
> COc1ccc(-c2csc(NC(=O)COC(=O)C3=COCCO3)n2)cc1
→ 0.6, ., 1, ., 0, -34, ., -5

Next section.
SMILES | Xi reactivation | PGC1a acetyl inh | ERAP1 HTS inh | Cneo AK release | S100A4 inh HTS | LGR2 inh | C2C12 statin | SIRT5 inh
O=C(COc1ccc(Cl)cc1)N1CCN(c2ccc([N+](=O)[O-])c(N3CCOCC3)c2)CC1 | 0.0 | . | 3 | . | -1 | 13 | . | 0
COc1cccc(-c2sc3ccc(OC)cc3c2-c2cnc(N3CCOCC3)nc2)c1 | 0.0 | . | 4 | . | -3 | -95 | . | 12
COc1ccc(CCC(=O)Nc2ccc(S(=O)(=O)Nc3ncccn3)cc2)cc1 | 0.1 | 5 | 0 | 0 | -1 | -10 | -4 | 1
Cc1cccc(S(=O)(=O)N2CCCCN3[C@H](CO)[C@@H](c4ccc(C#C[C@@H](C)O)cc4)[C@@H]3C2)c1 | 0.1 | -5 | 0 | 46 | -8 | -13 | -1 | 5
CCC(C(=O)N1CCOCC1)n1nc(C)n2c(cc3cc(C)ccc32)c1=O (stereo not drawn) | 0.0 | 9 | -3 | -19 | -8 | -9 | 4 | -1
CCN(CC(=O)NCc1cccs1)S(=O)(=O)c1cc(NC(C)=O)ccc1OC | -0.1 | -4 | 1 | 1 | 0 | . | 0 | 0
CCCNc1nc(C)cc(-c2cc(-c3ccccc3)on2)n1 | 0.0 | . | 0 | 5 | -14 | -10 | 4 | -3
O=C(C[C@H]1CC[C@@H]2[C@H](COC[C@H](O)CN2Cc2ccc(Cl)cc2)O1)NCc1cccc(F)c1 | 0.2 | -12 | 0 | 0 | 1 | 5 | 4 | 0
COCCCNc1nc2nonc2nc1N1CCN(C2CCCC2)CC1 | -0.2 | 8 | -3 | -1 | 5 | -11 | 1 | 3
CCC1(CC)NC(=O)N(CC(=O)NC(=O)NCc2ccccc2)C1=O | 0.0 | -5 | 9 | 1 | 1 | -10 | -1 | -1
Cn1c(=O)oc2cc(S(=O)(=O)CCC(=O)Nc3ccccc3)ccc21 | 0.3 | 4 | -3 | . | -5 | 4 | 5 | -1
CCC(=C(c1ccc(O)cc1)c1ccc(OCCN(C)C)cc1)c1ccccc1 | -0.2 | -25 | 1 | -1 | 14 | -9 | 5 | 0
O=C(c1ccncc1)N1C[C@H]2[C@@H](c3ccccc31)[C@@H](CO)N2C(=O)Nc1ccccc1Cl | 0.1 | -9 | 3 | 1 | -3 | -8 | -11 | 0
CO[C@H]1CN(C)C(=O)c2cc(NC(=O)C3CC3)ccc2OC[C@H](C)N(Cc2cncnc2)C[C@H]1C | 0.6 | -9 | -2 | 4 | 6 | 0 | -5 | 3
CCN(CC(=O)NCc1ccc(Cl)cc1)C(=O)/C=C/c1cc(OC)c(OC)c(OC)c1 | 0.0 | . | 0 | 0 | -3 | 6 | 6 | -3
CC(=O)NC(CC(C)C)C(=O)NC(CO)C(=O)NC(CCC(=O)O)C(=O)NC(C)C(=O)NC(CC(C)C)C(N)=O (stereo not drawn) | 0.1 | -7 | . | 1 | . | 3 | 0 | .
O=C(C[C@H]1CC[C@@H]2[C@H](COC[C@@H](O)CN2S(=O)(=O)c2ccccc2)O1)NCCN1CCCC1 | 0.0 | . | -2 | . | 9 | 1 | . | 1
OC1CCCN(C(=S)NCc2ccccc2)C1 (stereo not drawn) | 0.3 | 4 | -3 | . | 2 | -8 | . | 0
CCCOc1cccc(C(=O)NCCNC(=O)c2ccc(C)nc2)c1 | 0.2 | . | 3 | 0 | -4 | 10 | 2 | -2
O=C(c1cc(-c2ccccc2O)on1)N1CCCCCC1 | 0.1 | 11 | 0 | 0 | 0 | -108 | 4 | -5
Cc1ccc(CNS(=O)(=O)c2ccc3c(c2)n(C)c(=O)n3C)cc1 | 0.1 | 3 | 1 | -1 | -4 | 6 | -8 | -2
COc1ccc(-c2cccc(NS(=O)(=O)c3ccc([N+](=O)[O-])cc3)c2)nn1 | 0.1 | -6 | -1 | 0 | -4 | -4 | 15 | 0
O=C1CSC(c2ccc([N+](=O)[O-])cc2)N1c1ccccc1F (stereo not drawn) | 0.2 | -6 | 0 | -6 | -9 | -1 | 2 | -4
CSc1ccccc1C(=O)NCCCOC(C)C | . | -9 | 2 | 1 | 2 | 0 | 10 | -1
O=C(NC1CCCCCC1)C1c2ccccc2C(=O)N1C1CC1 (stereo not drawn) | . | -7 | -2 | 11 | -1 | -1 | . | 0
CCn1c(SCC(=O)Nc2cc(C)c(Cl)cc2OC)nnc1-c1ccco1 | . | -7 | -6 | 1 | 2 | -1 | 3 | .
Nc1nnc(SCc2nnc(-c3ccccc3)o2)s1 | 0.1 | . | 0 | . | 0 | -7 | . | -3
CNC[C@H]1Oc2ccc(NS(=O)(=O)c3ccc(C)cc3)cc2C(=O)N([C@H](C)CO)C[C@@H]1C | -0.1 | 9 | -1 | 0 | -3 | -8 | 14 | -6
O=C(CN1CCN(S(=O)(=O)c2ccc(Br)s2)CC1)N1CCCCC1 | 0.1 | -9 | -5 | 3 | -6 | -1 | 6 | -1
O=C(Nc1ccn(Cc2cccc3ccccc23)n1)c1cccnc1 | 0.0 | . | -1 | . | 1 | -2 | . | -4
CC=Cc1ccc2n(c1=O)C[C@@H]1[C@@H](CO)[C@H](C(=O)N(C)C)[C@H]2N1S(=O)(=O)c1ccccc1C (mixture of isomers) | 0.4 | . | 2 | . | 7 | -21 | . | -5
O=C(OCC(=O)c1ccc[nH]1)C1=COCCO1 | -1.1 | -8 | 1 | 1 | 1 | -5 | 2 | 2
CCCNC(=O)C1(C)CCCN(CC(=O)c2ccccc2OC)C1 (stereo not drawn) | 0.1 | 10 | 6 | -1 | 3 | . | -7 | -5
C[C@@H]1CCCCO[C@@H](CN(C)S(=O)(=O)c2ccc(F)cc2)[C@@H](C)CN([C@@H](C)CO)C(=O)c2cc(NC(=O)Nc3ccc(F)cc3)ccc2O1 | 0.0 | 6 | . | 0 | . | -5 | . | .
